NSD2 inh: inhibitors of human NSD2, primary screen, biochemical, plate reader, single point | Histone-lysine N-methyltransferase NSD2 (Homo sapiens), O96028 | 0.07% of 44,000 active | NSD2-SET H3K36me1 DELFIA fluorescence | inhibition, % at 12.5 µM; in the data active means inhibition above about 54%, passing the limit was not always enough;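 further: inhibitors reduce the monomethyl H3K36 fluorescence signal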
Target sequence (O96028 whole entry, looked up): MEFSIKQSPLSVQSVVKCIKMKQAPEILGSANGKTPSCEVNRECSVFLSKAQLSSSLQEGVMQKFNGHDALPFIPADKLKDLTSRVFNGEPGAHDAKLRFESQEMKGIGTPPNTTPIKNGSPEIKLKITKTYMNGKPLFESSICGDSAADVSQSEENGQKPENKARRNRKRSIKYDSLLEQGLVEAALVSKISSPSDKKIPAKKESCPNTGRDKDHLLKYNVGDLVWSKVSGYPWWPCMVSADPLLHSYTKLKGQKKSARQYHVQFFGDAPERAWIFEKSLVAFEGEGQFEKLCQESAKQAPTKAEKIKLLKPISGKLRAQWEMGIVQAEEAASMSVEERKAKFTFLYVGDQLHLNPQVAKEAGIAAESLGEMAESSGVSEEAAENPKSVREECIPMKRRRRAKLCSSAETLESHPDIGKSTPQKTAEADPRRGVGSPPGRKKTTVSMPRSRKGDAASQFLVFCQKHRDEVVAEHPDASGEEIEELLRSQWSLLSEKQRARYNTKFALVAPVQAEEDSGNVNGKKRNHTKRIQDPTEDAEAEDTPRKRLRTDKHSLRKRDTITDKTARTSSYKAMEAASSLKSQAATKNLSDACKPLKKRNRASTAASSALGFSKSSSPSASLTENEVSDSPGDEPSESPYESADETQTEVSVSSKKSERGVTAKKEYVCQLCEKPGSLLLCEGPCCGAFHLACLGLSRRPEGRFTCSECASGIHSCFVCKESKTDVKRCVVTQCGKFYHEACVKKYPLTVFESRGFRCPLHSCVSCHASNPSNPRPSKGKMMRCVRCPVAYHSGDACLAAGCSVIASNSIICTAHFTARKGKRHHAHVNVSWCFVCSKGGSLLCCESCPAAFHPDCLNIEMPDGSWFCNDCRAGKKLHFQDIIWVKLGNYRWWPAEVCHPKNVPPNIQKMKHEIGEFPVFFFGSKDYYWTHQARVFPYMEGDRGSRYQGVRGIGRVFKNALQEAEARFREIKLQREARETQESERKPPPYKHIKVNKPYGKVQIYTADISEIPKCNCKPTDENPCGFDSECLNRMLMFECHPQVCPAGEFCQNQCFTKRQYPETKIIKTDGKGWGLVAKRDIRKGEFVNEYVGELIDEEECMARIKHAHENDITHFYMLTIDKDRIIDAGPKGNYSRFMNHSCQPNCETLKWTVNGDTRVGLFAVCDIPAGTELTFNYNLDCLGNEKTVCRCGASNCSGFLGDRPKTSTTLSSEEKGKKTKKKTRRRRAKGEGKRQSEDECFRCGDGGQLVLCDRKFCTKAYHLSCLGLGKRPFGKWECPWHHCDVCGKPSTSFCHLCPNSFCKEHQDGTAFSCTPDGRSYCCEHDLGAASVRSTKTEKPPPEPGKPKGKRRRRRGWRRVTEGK
An asterisk follows results filed as active. A portion of the library, so the mix of outcomes need not match the whole.

The opening 3 records, to show the layout:
SMILES	NSD2 inh
C[C@H](CO)N1C[C@H](C)[C@H](CN(C)C(=O)c2cccc(F)c2)Oc2ncc(-c3cccc(F)c3)cc2C1=O	3
COc1ccc(-c2cn(CC(=O)N3CCOCC3)nn2)cc1OC	1
COc1ccc(NC(=O)N(C)C[C@H]2OCCCC[C@@H](C)Oc3ccc(NC(=O)Nc4ccc(F)cc4)cc3C(=O)N([C@H](C)CO)C[C@@H]2C)cc1	2

This part in full, from the start:
SMILES	NSD2 inh
C[C@H](CO)N1C[C@H](C)[C@H](CN(C)C(=O)c2cccc(F)c2)Oc2ncc(-c3cccc(F)c3)cc2C1=O	3
COc1ccc(-c2cn(CC(=O)N3CCOCC3)nn2)cc1OC	1
COc1ccc(NC(=O)N(C)C[C@H]2OCCCC[C@@H](C)Oc3ccc(NC(=O)Nc4ccc(F)cc4)cc3C(=O)N([C@H](C)CO)C[C@@H]2C)cc1	2
C[C@@H]1CN([C@H](C)CO)S(=O)(=O)c2ccc(-c3ccccc3)cc2O[C@@H]1CN(C)CC1CC1	0
COc1ccc(S(=O)(=O)Nc2ccc3c(c2)CC(=O)N([C@@H](C)CO)C[C@@H](C)[C@@H](CN(C)S(=O)(=O)c2cn(C)cn2)O3)cc1	-4
C[C@@H]1CN([C@H](C)CO)C(=O)CCCn2nncc2CO[C@H]1CN(C)C(=O)C1CC1	5
C[C@@H]1CN([C@@H](C)CO)C(=O)c2cc(-c3cccc(C(=O)N(C)C)c3)cnc2O[C@H]1CN(C)C	-1
C[C@@H]1CCCCO[C@H](CN(C)Cc2ccc(Cl)c(Cl)c2)[C@@H](C)CN([C@@H](C)CO)C(=O)c2cc(NC(=O)Nc3ccccc3)ccc2O1	-7
C[C@@H]1CN([C@@H](C)CO)C(=O)c2cc(C#Cc3ccccc3F)cnc2O[C@@H]1CN(C)S(=O)(=O)c1ccccc1F	-5
C[C@@H]1CN([C@H](C)CO)C(=O)Cc2cc(NC(=O)Nc3ccc(F)cc3)ccc2O[C@H]1CN(C)C(=O)Nc1ccc(C(F)(F)F)cc1	-13
C[C@@H]1CN([C@H](C)CO)C(=O)c2cc(NC(=O)CCCCCC(=O)Nc3ccccc3N)ccc2O[C@@H]1CN(C)S(=O)(=O)c1ccc(F)cc1	1
C[C@H]1CCCCO[C@@H](CN(C)C(=O)c2ccccc2)[C@@H](C)CN([C@@H](C)CO)C(=O)c2cc(NC(=O)C3CCCCC3)ccc2O1	-4
C[C@H](CO)N1C[C@H](C)[C@H](CN(C)C(=O)Nc2cccc(F)c2)OCc2ccccc2-c2ccccc2C1=O	-2
C[C@H](CO)N1C[C@H](C)[C@@H](CN(C)S(=O)(=O)c2ccccc2F)Oc2cc(C#Cc3ccccc3)ccc2S1(=O)=O	-1
C[C@@H]1CN([C@@H](C)CO)S(=O)(=O)c2ccc(C#Cc3cccc(F)c3)cc2O[C@@H]1CN(C)C(=O)CN1CCOCC1	-1
O=C(O)CCCCCC(=O)N/N=C/c1ccc(Br)o1	-2
CC1(C)[C@H]2CC=C(/C=N\NC(=O)c3ccccc3O)[C@@H]1C2	-3
C[C@@H]1CN([C@@H](C)CO)C(=O)Cc2cc(NS(C)(=O)=O)ccc2O[C@H]1CN(C)C(=O)Nc1ccccc1	4
C[C@@H]1CN([C@@H](C)CO)C(=O)c2cccc(NC(=O)Nc3ccc4c(c3)OCO4)c2O[C@H]1CN(C)Cc1ccc(C(F)(F)F)cc1	2
Cc1noc(C)c1NC(=O)Nc1ccc2c(c1)C(=O)N([C@H](C)CO)C[C@H](C)[C@H](CN(C)C(=O)Nc1ccc3c(c1)OCO3)OCCCC[C@@H](C)O2	6
C[C@H](CO)N1C[C@H](C)[C@@H](CN(C)Cc2ccc3c(c2)OCO3)OCCCC[C@H](C)Oc2ccc(NS(=O)(=O)c3ccccc3)cc2C1=O	-1
COCC(=O)N(C)C[C@@H]1Oc2cc(C#Cc3ccccc3)ccc2S(=O)(=O)N([C@H](C)CO)C[C@@H]1C	1
C[C@H](CO)N1C[C@H](C)[C@H](CN(C)Cc2ccncc2)Oc2ncc(C#Cc3ccccn3)cc2C1=O	-1
COc1ccc2c3c1O[C@H]1C[C@@H](O)C=C[C@@]31CCN(C)C2	0
O=C(C[C@@H]1C=C[C@@H](NC(=O)CC2CC2)[C@H](CO)O1)NCc1ccc(-c2ccccc2)cc1	3
C[C@@H]1CN([C@H](C)CO)C(=O)Cc2cc(NC(=O)Cc3cn(C)c4ccccc34)ccc2O[C@@H]1CN(C)C(=O)Nc1cccc2ccccc12	-1
Cc1ccccc1-c1cnc2c(c1)C(=O)N([C@H](C)CO)C[C@@H](C)[C@@H](CN(C)Cc1ccncc1)O2	0
CC(=O)N(C)C[C@H]1Oc2cc(C#Cc3ccccc3)ccc2S(=O)(=O)N([C@@H](C)CO)C[C@@H]1C	-2
Cc1noc(C)c1NC(=O)Nc1ccc2c(c1)C(=O)N([C@@H](C)CO)C[C@@H](C)[C@H](CN(C)C(=O)C1CCCCC1)OCCCC[C@H](C)O2	-4
C[C@@H]1CN([C@@H](C)CO)C(=O)CCCn2cc(nn2)CO[C@H]1CN(C)C(=O)Nc1cccc(F)c1	2
C[C@H]1CN([C@@H](C)CO)C(=O)c2cccc(NC(=O)c3nc4ccccc4s3)c2O[C@@H]1CN(C)C(=O)NC1CCCCC1	-6
C[C@@H]1CN([C@H](C)CO)C(=O)c2cccc(NC(=O)Nc3ccc(C(F)(F)F)cc3)c2O[C@H]1CN(C)S(=O)(=O)c1ccccc1	0
Cc1cc(C(=O)Nc2cccc3c2O[C@@H](CN(C)Cc2ccc(C(F)(F)F)cc2)[C@H](C)CN([C@H](C)CO)C3=O)n(C)n1	-1
Cc1noc(C)c1NC(=O)N(C)C[C@H]1Oc2ccc(NC(=O)C3CC3)cc2CC(=O)N([C@@H](C)CO)C[C@@H]1C	2
C[C@H]1CN([C@@H](C)CO)C(=O)c2cc(NS(=O)(=O)c3ccc(Cl)cc3)ccc2O[C@H]1CN(C)C	5
COc1c(C2OCC(O)C(O)C2O)c(O)cc2oc(-c3ccc(OC4OC(C)C(O)C(O)C4O)cc3)cc(=O)c12 (stereo not given)	2
C[C@H](CO)N1C[C@H](C)[C@@H](CN(C)Cc2ccc(Oc3ccccc3)cc2)Oc2ncc(-c3cncnc3)cc2C1=O	8
C[C@@H]1CCCCO[C@@H](CN(C)Cc2ccc(C(=O)O)cc2)[C@@H](C)CN([C@@H](C)CO)C(=O)c2cc(NC(=O)Cc3ccccc3)ccc2O1	12
C[C@@H]1CN([C@@H](C)CO)S(=O)(=O)c2ccc(C#CCN(C)C)cc2O[C@@H]1CN(C)S(=O)(=O)c1cccc(F)c1	0
Cc1ccc(S(=O)(=O)N(C)C[C@H]2Oc3c(NC(=O)c4cc(C)nn4C)cccc3C(=O)N([C@H](C)CO)C[C@H]2C)cc1	3
C[C@H]1CN([C@@H](C)CO)C(=O)Cc2cc(NC(=O)Nc3cccc4ccccc34)ccc2O[C@H]1CN(C)CC1CCCCC1	3
C[C@H](CO)N1C[C@H](C)[C@H](CN(C)Cc2ccncc2)Oc2ncc(-c3cccc(F)c3)cc2C1=O	5
C[C@H](CO)N1C[C@H](C)[C@H](CN(C)C(=O)CN(C)C)Oc2ncc(-c3ccccc3F)cc2C1=O	-2
C[C@H](CO)N1C[C@H](C)[C@@H](CN(C)Cc2ccc(-c3ccccc3)cc2)Oc2ccc(NS(=O)(=O)c3ccc(Cl)cc3)cc2CC1=O	-3
C[C@@H]1CN([C@H](C)CO)C(=O)c2cccc(NS(=O)(=O)c3cccs3)c2O[C@H]1CN(C)Cc1ccc(C(=O)Nc2ccccc2N)cc1	3

Sorted by length of the SMILES (rising): some entries from above.
SMILES	NSD2 inh
C[C@H]1CN([C@@H](C)CO)C(=O)c2cc(NS(=O)(=O)c3ccc(Cl)cc3)ccc2O[C@H]1CN(C)C	5
Cc1cc(C(=O)Nc2cccc3c2O[C@@H](CN(C)Cc2ccc(C(F)(F)F)cc2)[C@H](C)CN([C@H](C)CO)C3=O)n(C)n1	-1
C[C@@H]1CN([C@H](C)CO)C(=O)c2cccc(NC(=O)Nc3ccc(C(F)(F)F)cc3)c2O[C@H]1CN(C)S(=O)(=O)c1ccccc1	0

Grouped by structure: the compounds so far containing a COOH group (two)
SMILES	NSD2 inh
O=C(O)CCCCCC(=O)N/N=C/c1ccc(Br)o1	-2
C[C@@H]1CCCCO[C@@H](CN(C)Cc2ccc(C(=O)O)cc2)[C@@H](C)CN([C@@H](C)CO)C(=O)c2cc(NC(=O)Cc3ccccc3)ccc2O1	12

The results go on.
SMILES	NSD2 inh
CN(C)CC(=O)Nc1ccc2c(c1)[C@@H]1C[C@H](CC(=O)NCc3cccc(F)c3)O[C@H](CO)[C@@H]1O2	1
Cc1ccc(S(=O)(=O)N(C)C[C@H]2Oc3ccc(NC(=O)NC4CCCCC4)cc3CC(=O)N([C@H](C)CO)C[C@H]2C)cc1	-6
C[C@H](CO)N1C[C@H](C)[C@H](CN(C)C(=O)Nc2ccccc2)Oc2c(NC(=O)c3ccc(-c4nccs4)cc3)cccc2C1=O	-7
O=S(=O)(Nc1ccc(O)c(Sc2nc3ccccc3s2)c1)c1ccccc1	-5
C[C@@H]1CCCCO[C@H](CN(C)Cc2ccc3c(c2)OCO3)[C@@H](C)CN([C@H](C)CO)C(=O)c2cc(NS(C)(=O)=O)ccc2O1	2
C[C@@H]1CCCCO[C@H](CN(C)Cc2ccccc2)[C@@H](C)CN([C@H](C)CO)C(=O)c2cc(NC(=O)NC3CCCCC3)ccc2O1	4
C[C@H]1CN([C@@H](C)CO)C(=O)c2cc(C#Cc3ccccn3)cnc2O[C@H]1CN(C)CC1CCCC1	-3
C[C@@H]1CN([C@@H](C)CO)S(=O)(=O)c2ccc(C#Cc3ccccn3)cc2O[C@@H]1CN(C)Cc1cccc(F)c1	10
CCCN(C)C[C@H]1Oc2cc(/C=C/c3ccccc3)ccc2S(=O)(=O)N([C@@H](C)CO)C[C@H]1C	3
C[C@@H]1CCCCO[C@@H](CN(C)S(=O)(=O)c2cccs2)[C@@H](C)CN([C@@H](C)CO)C(=O)c2cc(NC(=O)CCCN(C)C)ccc2O1	-3
C[C@@H]1CN([C@@H](C)CO)C(=O)c2cc(NC(=O)Nc3cccc4ccccc34)ccc2O[C@@H]1CN(C)Cc1ccc2c(c1)OCO2	14
Cc1cc(C(=O)Nc2cccc3c2O[C@H](CN(C)Cc2ccc(-c4ccccc4)cc2)[C@@H](C)CN([C@@H](C)CO)C3=O)n(C)n1	3
C[C@@H]1CN([C@@H](C)CO)C(=O)c2cc(NC(=O)NC3CCCCC3)ccc2O[C@@H](C)CCCCO[C@H]1CN(C)C(=O)Nc1ccc2c(c1)OCO2	0
O=C(C[C@@H]1C[C@@H]2c3cc(NC(=O)c4cccnc4)ccc3O[C@@H]2[C@@H](CO)O1)NCc1cc(F)ccc1F	4
C[C@@H]1CN([C@H](C)CO)C(=O)c2cc(C#CC3(O)CCCC3)cnc2O[C@@H]1CN(C)Cc1ccccc1	1
O=C(N/N=C/C[P+](c1ccccc1)(c1ccccc1)c1ccccc1)c1ccccc1O	0
C[C@H]1CN([C@@H](C)CO)C(=O)c2cc(NS(=O)(=O)c3cccs3)ccc2O[C@@H]1CN(C)Cc1ccc(Oc2ccccc2)cc1	-5
CC(C)NC(=O)Nc1ccc2c(c1)CC(=O)N([C@@H](C)CO)C[C@@H](C)[C@H](CN(C)S(=O)(=O)c1cccs1)O2	1
COC(=O)C[C@@H]1CC[C@H](NS(=O)(=O)c2ccc(OC)cc2)[C@H](CO)O1	-130
CC(C)NC(=O)N(C)C[C@H]1Oc2ccc(NC(=O)Nc3cccc4ccccc34)cc2CC(=O)N([C@H](C)CO)C[C@@H]1C	-5
C[C@@H]1CN([C@@H](C)CO)C(=O)c2cccc(NC(=O)Nc3ccc(C(F)(F)F)cc3)c2O[C@H]1CN(C)CC1CC1	0
C[C@]12CCC3C4(C=CC5(C=C4C(=O)c4cc6ccccc6s4)C[C@@H](O)CC[C@]35C)C1CC[C@@]2(O)CN1CCC(n2c(=O)[nH]c3ccccc32)CC1 (stereo not given in full)	14
COc1cccc(-c2ccc3c(c2)O[C@H](CN(C)CC2CC2)[C@H](C)CN([C@H](C)CO)S3(=O)=O)c1	5
C[C@@H]1CN([C@@H](C)CO)C(=O)c2cc(NC(=O)C3CC3)ccc2O[C@@H]1CN(C)S(C)(=O)=O	0
COc1ccc(S(=O)(=O)N(C)C[C@H]2OCCCC[C@H](C)Oc3ccc(NC(=O)NC4CCCCC4)cc3C(=O)N([C@@H](C)CO)C[C@H]2C)cc1	-3
O=C1CC(c2ccc(O)cc2)Oc2cc(O[C@@H]3O[C@H](CO)[C@@H](O)[C@H](O)[C@H]3O)cc(O)c21 (stereo not given in full)	-2
C[C@H]1CCCCO[C@@H](CN(C)CC2CCCCC2)[C@@H](C)CN([C@@H](C)CO)C(=O)c2cc(NC(=O)CCC(F)(F)F)ccc2O1	0
Cc1cccc(CN(C)C[C@@H]2OCc3cn(nn3)CCCC(=O)N([C@H](C)CO)C[C@H]2C)c1	2
Cc1ccc(S(=O)(=O)Nc2ccc3c(c2)C(=O)N([C@H](C)CO)C[C@@H](C)[C@@H](CN(C)Cc2ccc4c(c2)OCO4)O3)cc1	-6
CC(C)NC(=O)Nc1ccc2c(c1)C(=O)N([C@H](C)CO)C[C@H](C)[C@@H](CN(C)C(=O)Nc1ccccc1)O2	-2
C[C@@H]1CN([C@H](C)CO)C(=O)c2cccc(NS(=O)(=O)c3ccc(F)cc3)c2O[C@H]1CN(C)C(=O)Nc1ccc(F)cc1	-2
CCOC(=O)NC(=O)CSc1ccccn1	4
C[C@@H]1CN([C@H](C)CO)C(=O)c2cc(NC(=O)CCN3CCOCC3)ccc2O[C@@H]1CN(C)C(=O)NC1CCCCC1	-2
O=C(C1=C[C@@H](c2ccc(C(F)(F)F)cc2)C[C@@H](OCc2ccc(CO)cc2)O1)N1CCCCCCC1	-6
c1ccc(-c2ccc(C(c3ccccc3)n3ccnc3)cc2)cc1 (stereo not given)	20
